# Bioassay records: PubChem, several laboratories
# C-LANA FP: inhibitors of KSHV C-LANA binding to DNA, primary screen, biochemical, fluorescence polarization, FAM-LBS DNA, MBP-C-LANA, single point. Kaposi's sarcoma herpesvirus LANA C-terminal domain (residues 932-1162) DNA binding. inhibition, % at 9 µM. 0.078% of 340,000 active. AID 504423, 2011;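 active = highest replicate inhibition at or above 60% at 9 µM, even if other replicates fall short; inactive = all replicates below 60% inhibition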;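 also: 0% = neutral control wells and 100% = 4 µM acridine orange control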
# CAL PDZ FP-1: untagged CAL PDZ binding inhibitors, primary screen, biochemical, fluorescence polarization, HTS. 0.92% of 300,000 active. Golgi-associated PDZ and coiled-coil motif-containing protein (Homo sapiens), Q9HD26. AID 602252, 2012. purified CAL PDZ, TMR-peptide fluorescence polarization, 1 h. inhibition, % at 24.9 µM;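 active = mean inhibition of at least 30% with at least half of replicates also reaching 30%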;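 also: 0% = DMSO neutral control and 100% = excess unlabeled competitor peptide PRC23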
# Keap1 Nrf2 FP: Keap1-Nrf2 protein-protein interaction inhibitors, primary screen, biochemical, fluorescence polarization, single point. Kelch-like ECH-associated protein 1 (Homo sapiens), Q14145. Keap1 Kelch-Nrf2 peptide fluorescence polarization, 1536-well. inhibition, % at 9.4 µM. 0.15% of 340,000 active; in the data active = inhibition above about 12%;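 also: human Keap1 Kelch domain with fluorescein labeled Nrf2 9mer peptide probe; 0% = neutral control wells and 100% = peptide positive control; higher means more block of Keap1 binding to Nrf2 peptide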
# Target sequence (Q14145 whole entry, looked up, the tested form may be a part): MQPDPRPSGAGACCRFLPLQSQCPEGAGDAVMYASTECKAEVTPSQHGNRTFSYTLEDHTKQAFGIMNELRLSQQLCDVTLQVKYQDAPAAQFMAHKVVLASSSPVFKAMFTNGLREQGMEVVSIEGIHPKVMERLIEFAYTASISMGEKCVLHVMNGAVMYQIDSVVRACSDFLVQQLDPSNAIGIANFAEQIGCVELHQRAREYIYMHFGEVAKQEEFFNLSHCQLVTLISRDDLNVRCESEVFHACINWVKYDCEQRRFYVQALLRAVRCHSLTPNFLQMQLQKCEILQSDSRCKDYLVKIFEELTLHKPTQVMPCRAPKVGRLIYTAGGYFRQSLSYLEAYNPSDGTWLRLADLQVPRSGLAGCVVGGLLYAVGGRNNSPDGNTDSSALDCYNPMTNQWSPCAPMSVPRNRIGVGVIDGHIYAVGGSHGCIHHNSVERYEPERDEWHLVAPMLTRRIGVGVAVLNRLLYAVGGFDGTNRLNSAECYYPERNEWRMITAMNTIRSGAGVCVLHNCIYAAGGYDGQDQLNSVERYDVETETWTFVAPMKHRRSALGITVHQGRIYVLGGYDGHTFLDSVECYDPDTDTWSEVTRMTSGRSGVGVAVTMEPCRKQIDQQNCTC
# RTF Ca sens inh: cardiac RTF calcium sensitivity inhibitors, primary screen, biochemical, IANBD-TnC fluorescence, EC70 calcium; Troponin I, cardiac muscle (Homo sapiens) + Troponin T, cardiac muscle (Homo sapiens) + …; IANBD-labeled cardiac RTF, Ca2+ fluorescence; inhibition, % at 7.15 µM; 0.12% of 340,000 active; AID 493244, 2011;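 active = inhibition above the mean inhibition of all tested compounds plus 3 SD, cut at about 17% in these data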;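 also: assay run at fixed EC70 calcium of 1.6 mM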
# NSD2 inh: NSD2 histone methyltransferase inhibitors, primary screen, biochemical, AlphaScreen, single concentration, set 2 | Histone-lysine N-methyltransferase NSD2 (Homo sapiens), O96028 | NSD2 peptide methylation, 120 min | inhibition, % at 12.5 µM | 0.54% of 310,000 active; in the data active = inhibition above about 50%
# V-ATPase pHluor: regulators of yeast V-ATPase proton pumping, primary screen, pHLuorin cytosolic pH fluorescence. S. cerevisiae. response, % at 10 µM. 0.37% of 350,000 active. AID 504577, 2011; in the data active = response mostly above about 7.3%, no sharp cut-off; inactive = mostly below about 5.4%; also: actives read high; inactives centre near 0; some compounds called inactive have numbers as strong as hits
# DAGLB inh: DAGLB lipase inhibitors, primary screen, biochemical, fluorescence, HTS. HEK293T DAGLB membrane lysate, EnzChek fluorogenic substrate. 0.059% of 340,000 active. Diacylglycerol lipase-beta (Homo sapiens), Q8NCG7. inhibition, % at 5.17 µM; in the data active = inhibition above about 34%;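 also: 0% = enzyme with vehicle and 100% = wells lacking enzyme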
# CAL PDZ FP-2: CAL PDZ peptide-binding inhibitors, primary screen, biochemical, fluorescence polarization, Cer-tagged CAL PDZ, HTS. AID 504414, 2011. inhibition, % at 20 µM. purified CAL PDZ, TMR-peptide fluorescence polarization, 1 h. 0.02% of 330,000 active;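 active = highest replicate inhibition of at least 40%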;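 also: plate controls were DMSO neutral control wells for no effect and unlabeled competitor peptide control wells for full effect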
#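 Test system: purified CerCALP PDZ construct; Compound dosing: one concentration, 20 µM compound; Also added: TMR-labelled reporter peptide T*-PRC34 bound in PDZ groove; Read-out: inhibition from polarization loss; Controls: unlabelled peptide and DMSO controls; Signal: FP readout, S and P plane fluorescence; Incubation: 1 h at RT.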
# Arr AP2 block: inhibitors of beta-arrestin/AP2 binding, primary screen, biochemical, GPCR trafficking, flow cytometry; beta-arrestin 1 C-terminal peptide binding to AP2 beta2-adaptin appendage (human); FITC-arrestin peptide / GST-AP2 beads; AP2 beta2 appendage carries R879A mutation; inhibition, % at 10 µM; 0.31% of 340,000 active;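 active = inhibition above a set limit, near 3 SD of compounds lacking own fluorescence, cut at about 54% in these data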;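 also: plate controls were DMSO wells for no effect and 5 µM unlabelled arrestin peptide for full effect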
#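 test system = AP2 appendage R879A on GSH beads | buffer or medium = PBS plus Tween 20 (0.05%) and BSA (0.1%) | incubation = 12 min plus 1 h, RT | detection = bead flow cytometry, FITC channel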
# DSG3 Ab inh: inhibitors of pemphigus antibody binding to DSG3, primary screen, biochemical, bead-based, flow cytometry, scFv-GFP; Desmoglein-3 (Homo sapiens), P32926; DSG3-coupled beads, scFv-anti-DSG3-GFP binding; active compounds read low; binding (percent of control), % at 10 µM; 0.48% of 310,000 active; AID 588358, 2011;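 active = binding more than 3 SD below its plate's average and above zero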;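 also: hits lower antibody fragment binding to DSG3; some compounds called inactive have numbers as strong as hits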
# Starred values were filed as active, the others as inactive; x = no result given. Some of the compounds tested; the hit share may differ from the screen's.
SMILES,C-LANA FP,CAL PDZ FP-1,Keap1 Nrf2 FP,RTF Ca sens inh,NSD2 inh,V-ATPase pHluor,DAGLB inh,CAL PDZ FP-2,Arr AP2 block,DSG3 Ab inh
Cc1ccccc1Nc1ccc2nonc2c1[N+](=O)[O-],-0.4,-12.6,1.7,-7.6,-1.0,2.4,0.8,x,-2.9,101.6
O=C(O)c1ccc(/C=N/NC(=O)c2cc(-c3ccc4c5c(cccc35)CC4)n[nH]2)cc1,-1.0,5.8,-1.2,13.7,14.0,3.7,-1.2,-9.6,15.1,101.3
Cc1ccc(NC(=O)CCN2CC(C)OC(C)C2)cc1 (stereo not given),0.5,-2.0,-3.9,-6.6,-4.3,3.9,-5.0,-1.1,22.8,86.8
O=C(COc1ccccc1)NNC(=O)c1ccc(Cl)cc1,0.2,-0.3,3.8,-3.2,-3.1,1.4,-2.2,0.3,-10.3,90.8
Cn1cccc1/C=N/N1CCN(Cc2ccccc2Cl)CC1,0.3,-0.4,-5.4,-5.5,7.3,-3.1,-4.0,1.4,1.4,98.8
CN1CCN(C(=O)c2ccc(S(=O)(=O)N(C)c3ccccc3)cc2)CC1,x,x,x,x,10.1,3.4,1.6,x,x,97.5
C#CC[N+](CC)(CC)CC#Cc1cccc(Cl)c1,-0.2,-8.2,-0.5,-12.4,-10.2,-1.4,0.4,-0.7,4.7,102.1
C=CCON1C(=O)c2ccccc2C1=O,0.2,-2.1,0.8,-2.2,-3.8,-3.0,-4.2,-1.8,3.4,99.1
CCOC(=O)c1sc(NC(=O)c2ccc(C)s2)cc1C,0.1,-7.8,1.3,2.4,1.9,-0.1,-8.0,-6.3,-11.7,100.0
COc1ccccc1/C=C/CN1CCC(n2nccc2NC(=O)C2CC2)CC1,-1.1,4.5,0.4,-15.9,1.6,-5.8,0.2,-0.6,46.6,100.5
CC(=O)Nc1ccccc1OCc1nnc(-c2ccccc2Cl)o1,0.2,1.5,-2.9,-4.3,-3.5,0.1,1.0,-9.4,-13.7,122.7
NC(=O)Cn1cnc2c(nnn2-c2ccc(F)cc2)c1=O,-0.9,3.9,-6.3,-2.9,1.5,-6.6,1.2,0.4,41.1,96.9
CCOC(=O)C1CCN(C(=O)C(C)Oc2ccc(C(=O)c3ccccc3)cc2)CC1 (stereo not given),-0.9,-1.1,-1.4,5.7,-1.2,2.2,0.1,0.4,-0.5,95.8
CC1(C)CC(=O)C2=C(C1)N(c1ccc(F)cc1)C(=O)C2(O)C(F)(F)F (stereo not given),-0.8,x,-4.5,-2.0,1.1,4.8,1.2,-1.8,5.2,107.1
O=C(CNC(=O)c1ccccc1)NCC(=O)OCc1ccccc1Cl,-0.2,0.4,-1.4,x,-1.9,-1.0,x,-0.4,13.9,105.0
Fc1ccc(C2CC(c3ccccc3)n3ncnc3N2)cc1 (stereo not given),3.0,-7.6,1.7,-8.1,0.0,1.9,3.7,0.0,-11.9,x
CSc1nnc(COc2ccc(C)cc2)n1N,-1.8,-2.5,-3.2,-4.4,2.8,-1.6,0.5,-0.5,2.3,x
CSCCC(NC(=O)C1CCC(C)CC1)C(=O)O (stereo not given),0.4,-1.1,-2.3,0.3,-2.0,3.8,-0.2,-1.2,-2.5,101.6
Cc1cc(Cl)ccc1OCC(=O)NCCCN1CCOCC1,1.5,-4.0,-4.3,-3.8,-1.5,-2.5,-0.2,-0.1,-11.2,110.3
O=C(O)c1ccc(OCCN2CCCC2=O)cc1,1.6,2.6,-1.2,2.1,-17.1,1.9,1.1,-2.0,-10.3,107.2
Cn1c(-c2sc3cc(C(F)(F)F)cnc3c2-c2ccccc2)n[nH]c1=S,-0.8,-3.7,-3.3,-2.7,x,-2.0,3.3,-0.4,-10.9,111.4
Cc1c(O)nc(SCC(=O)Nc2ccc3c4c(cccc24)CC3)n(-c2ccc(F)cc2)c1=O,0.8,-1.6,-4.8,-9.5,3.0,-1.0,7.6,-2.4,13.8,108.4
CN(CC(=O)Nc1ccc(Cl)c(Cl)c1)CC(=O)N1CCCCCC1,x,x,x,x,1.2,2.5,-8.0,x,x,101.7
Cc1ccc(S(=O)(=O)NC(C)(C)CN2CCNCC2)cc1,-1.6,-7.0,-0.3,4.9,-3.8,-3.6,0.4,-0.6,26.1,x
CCOC(=O)c1c(NC(=O)CCl)sc(CN(C)C)c1-c1ccccc1,1.3,-3.1,-10.3,7.4,-4.0,-0.8,-2.1,0.0,9.9,110.8

# A portion from further up, for reference:
SMILES,C-LANA FP,CAL PDZ FP-1,Keap1 Nrf2 FP,RTF Ca sens inh,NSD2 inh,V-ATPase pHluor,DAGLB inh,CAL PDZ FP-2,Arr AP2 block,DSG3 Ab inh
Cn1c(-c2sc3cc(C(F)(F)F)cnc3c2-c2ccccc2)n[nH]c1=S,-0.8,-3.7,-3.3,-2.7,x,-2.0,3.3,-0.4,-10.9,111.4
Cc1c(O)nc(SCC(=O)Nc2ccc3c4c(cccc24)CC3)n(-c2ccc(F)cc2)c1=O,0.8,-1.6,-4.8,-9.5,3.0,-1.0,7.6,-2.4,13.8,108.4

# Next part
SMILES,C-LANA FP,CAL PDZ FP-1,Keap1 Nrf2 FP,RTF Ca sens inh,NSD2 inh,V-ATPase pHluor,DAGLB inh,CAL PDZ FP-2,Arr AP2 block,DSG3 Ab inh
Cc1ccc(C(=O)Nc2ccc3ccccc3n2)cc1,-0.3,-2.4,0.0,1.4,-1.7,-2.7,-8.2,-2.2,13.2,107.3
Cc1ccc(C2(C)NC(=O)N(CC(=O)NNC(=O)c3ccccc3F)C2=O)cc1 (stereo not given),0.2,x,-4.5,-8.0,-0.1,-0.7,0.3,1.2,-13.7,100.9
C=CCN1C(=O)c2ccccc2Sc2ccc(C(=O)N3CCN(C)CC3)cc21,-0.9,9.8,2.4,-4.7,3.5,2.0,-1.1,0.7,-20.7,110.7
CCOc1oc(-c2ccc(OC)cc2)nc1C(F)(F)F,-1.5,1.7,5.3,-9.0,0.1,-2.2,-7.9,-1.2,28.6,104.1
Cc1cc(Cl)nc(Cl)c1C(=O)NC(=O)NCCC(C)C,1.1,x,-0.7,0.4,-6.7,0.6,0.6,0.3,42.7,95.5
CCOc1ccc(NC(=S)N(CCCN2CCOCC2)Cc2cn(C)c3ccccc23)cc1,-0.5,-4.1,-1.8,1.6,38.6,-9.0,-2.2,0.1,5.7,99.3
COc1ccccc1N(C)S(=O)(=O)c1ccc(C(=O)Nc2cc(OC)c(OC)c(OC)c2)cc1,-0.9,-1.8,-3.4,-8.2,0.7,6.0,-1.7,-0.4,2.0,105.6
CCCn1c(SCc2nc3sc(C)c(C)c3c(=O)[nH]2)nc2ccccc2c1=O,0.1,-0.7,-4.5,1.6,-0.8,4.8,0.4,-0.3,-18.3,93.2
CN(CC(=O)NCCCc1ccccc1)Cc1ccc(Br)cc1,-0.6,-13.2,-3.7,-4.2,-2.5,-2.9,-4.4,-2.1,-0.8,92.5
COc1ccc(CC(=O)NCc2ccc3c(c2)cc(C)n3C)cc1,0.1,-3.1,-4.5,-4.0,2.5,-3.0,4.8,-1.1,13.7,77.6
CNC(C)C(=O)NC(C(=O)N1CCCC1C(=O)NC1CCCc2ccccc21)C(C)C (stereo not given),0.8,-0.7,-3.5,2.4,x,-0.9,-1.2,-0.8,-1.4,104.6
COc1ccc(-c2cc(C(F)(F)F)n3nc(C(=O)N4CCN(C(=O)c5ccco5)CC4)cc3n2)cc1,-0.4,x,-1.4,-3.5,x,-3.9,-0.1,-1.4,-5.0,104.5
Cc1cc(C)c(C(=O)Nc2ccc(S(=O)(=O)Nc3ccccn3)cc2)c(C)c1,-2.8,-3.1,1.6,-2.9,-2.7,-2.3,-1.6,-3.0,24.6,101.3
COc1ccc(C(=O)OCC(=O)NCC2CCCO2)c(F)c1 (stereo not given),5.2,-11.1,-4.2,-0.1,-1.2,-2.0,0.8,-0.6,-4.2,x
COCc1ccc(C(=O)N2CCCC(CNC(=O)c3ccc(F)cc3)C2)o1 (stereo not given),1.7,3.2,-10.1,1.6,0.2,-2.0,1.3,1.2,51.2,98.7
O=C(Nc1ccccc1)/C(=C\c1cccs1)NC(=O)c1ccccc1,-0.3,x,-2.3,7.9,1.5,-1.9,-0.6,-0.2,23.7,100.4
O=Cc1c(Cl)cccc1Cl,-2.3,-5.2,5.4,-4.1,x,-1.0,-0.1,-1.5,-10.5,104.6
Cc1ccn2cc(CCNC(=O)Cc3cccs3)nc2c1,-1.1,x,-4.0,-2.0,x,1.6,2.9,-0.2,11.1,104.3
O=C1CC(C(=O)Nc2ncccn2)C(c2ccccc2)O1 (stereo not given),-0.5,-3.8,0.9,4.8,2.4,-0.3,-0.4,-1.8,0.7,101.3
O=C(O)c1ccc2c(c1)C(=O)N(Cc1ccc3c(c1)OCO3)C2=O,0.2,x,-5.1,-3.4,0.5,-2.4,-1.0,-0.3,4.6,95.5
Cc1ccccc1CNC(=O)CCC(=O)N1CCOc2ccc(Cl)cc21,-0.5,x,3.8,1.4,x,2.9,-0.9,-0.8,12.4,93.5
CCN(CC(=O)Nc1cc(Cl)ccc1C)C(=O)CSCc1c(C)noc1C,-1.5,-7.0,1.0,-10.3,1.8,4.5,-2.5,-1.4,19.6,100.9
O=C1OCc2ccc(NC(=O)c3sccc3Cl)cc21,5.0,4.0,4.3,-8.5,0.5,-0.7,-2.0,-0.3,3.4,x
COc1ccc(CCc2nnc(CCC(=O)NCc3cnn(-c4ccccc4C)c3)o2)cc1,-1.6,7.1,-1.4,-6.5,0.6,1.3,-3.8,-1.0,2.2,106.0
CNc1ncc(-c2nnnn2-c2ccccc2)c(-c2ccccc2)n1,0.2,2.4,-1.0,-11.6,-0.7,1.3,1.5,0.1,-16.6,107.2
Cc1sc(NC(=O)/C=C/c2ccco2)c(C(=O)O)c1C,0.4,-3.2,3.7,-9.5,3.8,4.8,0.3,-1.9,10.1,99.3
C=CCc1ccccc1OCC(O)Cn1ccnc1C (stereo not given),-0.3,-4.6,2.4,-1.9,4.3,5.8,1.8,-0.2,-3.1,99.4
Cc1noc(C)c1NC(=O)Nc1cccc2c1O[C@@H](CN(C)C)[C@@H](C)CN([C@H](C)CO)C2=O,2.8,3.6,3.7,-6.9,x,-4.6,1.2,-1.9,7.0,100.3
